# Compound activity deposited in PubChem by several laboratories.
# H9c2 protect: protects H9c2 cardiomyocytes from peroxide injury. H2O2 injury protection, ATPLite, 2 h. protection from H2O2 cell death, % at 20 µM. 0.63% of 360,000 active. AID 588492;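 active = compounds giving at least 50% protection of heart cells from peroxide-induced death in the single-dose screen, raw or plate-pattern-corrected value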;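 note: 0% = DMSO wells with peroxide and 100% = DMSO wells without peroxide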
# m5-HT2A agonist: mouse HTR2A agonism via beta-arrestin recruitment | CHO-K1 mHTR2A beta-arrestin complementation, luminescence; percent of 30 µM serotonin response | activation, % at 7.6 µM | 0.66% of 360,000 active | AID 624169;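 active = activation above a run cutoff, the mean activation of all tested compounds plus 3 SD, cut at about 14% in these data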;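 note: 0% = plate median of compound wells and 100% = 30 µM serotonin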
# Target sequence (P35363 whole entry, looked up): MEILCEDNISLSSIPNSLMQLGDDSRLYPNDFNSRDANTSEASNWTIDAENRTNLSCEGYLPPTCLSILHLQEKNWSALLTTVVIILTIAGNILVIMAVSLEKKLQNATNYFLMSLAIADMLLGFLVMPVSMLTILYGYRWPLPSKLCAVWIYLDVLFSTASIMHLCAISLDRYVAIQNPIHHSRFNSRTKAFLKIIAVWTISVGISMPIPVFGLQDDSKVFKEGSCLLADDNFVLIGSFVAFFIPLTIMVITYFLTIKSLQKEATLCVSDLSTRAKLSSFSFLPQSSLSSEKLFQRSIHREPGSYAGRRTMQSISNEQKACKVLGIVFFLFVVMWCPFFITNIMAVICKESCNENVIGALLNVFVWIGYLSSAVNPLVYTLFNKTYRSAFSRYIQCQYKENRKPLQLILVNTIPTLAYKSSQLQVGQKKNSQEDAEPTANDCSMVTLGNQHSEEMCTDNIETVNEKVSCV
# MC4R barr agon: activates human MC4R beta-arrestin recruitment; P32245; U2OS MC4R beta-arrestin complementation, luminescence; percent of melanotan II response, DMSO zero; 0.98% of 360,000 active; AID 540308; activation, % at 8.9 µM;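 active = activation above a per-plate cutoff, the mean activation of sample wells on that plate plus 3 SD, cut at about 8% in these data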
# Target sequence (P32245 whole entry, looked up): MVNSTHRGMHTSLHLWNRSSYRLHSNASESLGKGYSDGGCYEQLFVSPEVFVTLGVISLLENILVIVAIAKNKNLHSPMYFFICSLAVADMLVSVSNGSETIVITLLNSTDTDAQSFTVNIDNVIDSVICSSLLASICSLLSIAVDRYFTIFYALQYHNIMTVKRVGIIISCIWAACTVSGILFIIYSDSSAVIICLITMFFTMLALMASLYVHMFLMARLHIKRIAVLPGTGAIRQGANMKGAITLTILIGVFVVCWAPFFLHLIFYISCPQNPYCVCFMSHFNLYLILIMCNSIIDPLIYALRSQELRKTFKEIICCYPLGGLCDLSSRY
# Glyco luc inh: blocks N-linked glycosylation in D54 reporter cells; D54 ERlucT glycosylation luciferase reporter, 24 h; percent of 100 nM tunicamycin response; reporter increase, % at 12.5 µM; 0.23% of 360,000 active; AID 588692;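 active = mean luciferase reporter signal, scaled so untreated is 0 and the glycosylation-blocking control 100, at or above a set limit in every replicate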;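 note: luciferase carries N-glycosylation sites so blocking glycosylation raises the light; 0% = median of neutral control wells and 100% = median of 100 nM tunicamycin wells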
# Granule exo inh: lytic granule exocytosis inhibition | 0.66% of 360,000 active | AID 651702 | inhibition, % at 10 µM | TALL-104 LAMP-1 surface exposure, flow cytometry; cells stimulated with thapsigargin and PMA;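 active = inhibition above about 55%, limit read from the data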
# aDG glyco up: increases alpha dystroglycan glycosylation; Pro5-aDG cells, alpha-DG glycosylation AlphaScreen (IIH6); 0% Pro5, 100% B10-LARGE cell signal; activation, % at 10 µM; 0.22% of 360,000 active;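 active = activation of at least 8% versus controls, or a plate z-score of at least 8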;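 note: Pro5 are CHO cells carrying HIG-tagged alpha-DG that lacks glycosylation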
# ABHD5-PLIN5 inh: blocks binding of human ABHD5 to perilipin-5; Q00G26+Q8WTS1; Split G. princeps luciferase complementation, luminescence, 4 h; inhibition, % at 4 µM; 0.78% of 360,000 active; AID 602281;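 active = inhibition above the mean inhibition across every tested compound plus 3 SD, cut at about 22% in these data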;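 note: 0% = DMSO only wells and the 100% control is not disclosed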
# ABCB6 inh 2: human ABCB6 transporter inhibition | Q9NP58 | K562-ABCB6 porphyrin accumulation, flow cytometry, 1 h; hits give low values | fluorescence ratio to DMSO, % at 10 µM | 0.19% of 360,000 active | AID 602162;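 active = fluorescence ratio to DMSO below 75%, the collection mean minus 3 SD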;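 note: signal is porphyrin accumulated inside mitochondria; 100% equals median channel fluorescence of DMSO control wells; lower ratio means ABCB6 inhibition with less porphyrin fluorescence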
# MC4R antag cAMP: human MC4R antagonism in cAMP assay; P32245; 0.48% of 360,000 active; inhibition, % at 6.5 µM; AID 540295; MC4R-expressing cells, MTII-stimulated cAMP, LANCE TR-FRET;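 active = inhibition above its plate's cutoff, the mean of tested wells on that plate plus 3 SD, cut at about 29% in these data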;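 note: 0% = Melanotan II alone and 100% = Melanotan II plus saturating MCL0020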
#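 Assay system: U2OS-MC4R stable cell line; Also added: Melanotan II; Technique: Eu-cAMP/anti-cAMP TR-FRET, emission 671 nm; Times: 30-min compound, 1-h challenge, 1-h detection, room temperature.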
# hiPSC survival: hiPSC single-cell survival enhancement. ATPlite luminescence; 100% = ROCK inhibitor wells, 0% = DMSO. survival enhancement, % at 20 µM. 0.044% of 360,000 active; in the data active = survival enhancement above about 18%;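 note: cells exposed to compounds for 16 hours before the ATP read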
# The depositor's hits bear a star; · = not tested or not shown.
SMILES,H9c2 protect,m5-HT2A agonist,MC4R barr agon,Glyco luc inh,Granule exo inh,aDG glyco up,ABHD5-PLIN5 inh,ABCB6 inh 2,MC4R antag cAMP,hiPSC survival
COc1ccc(CC(=O)NNC2=Nc3cccc4cccc2c34)cc1OC,3,-6,1.8,6,0,0.0,9,97,-8,-0.4
COc1ccc(C(C)=O)cc1COC(=O)c1ccc(C)c(S(=O)(=O)N2CCOCC2)c1,18,-3,0.2,4,0,-0.2,9,92,10,-1.3
CN(C)C(=O)COC(=O)c1ccccc1Nc1ccc(SC(F)F)cc1,-7,-4,-1.4,-9,-3,0.5,-7,97,3,-0.8
Cc1ccc2c(c1)N(Cc1ccc([N+](=O)[O-])cc1)C=NS2(=O)=O,4,-5,-0.1,2,-5,-0.2,0,100,0,0.1
CCCCCc1ccc(-c2ccc(OCC)cc2)nc1,-9,1,-2.3,2,-5,0.1,0,96,8,-0.3
O=C(N/N=C/c1ccc(Cl)cc1)c1cc2c(s1)-c1ccccc1CC2,-11,2,0.1,8,2,-0.5,-1,102,-4,2.8
CC(C)(C)c1ccc(CN2C(=O)CSC2=O)cc1,-2,-2,-0.5,1,-2,0.1,0,98,-1,-0.1
N#Cc1ccc(-c2nc3ccc(Br)cn3c2Cc2ccsc2)cc1,13,-2,·,1,2,0.2,2,107,·,0.2
COC(=O)CCCCC1SCC2NC(=O)NC21O (stereo not drawn),-5,2,-0.7,1,0,0.0,-12,95,2,-0.7
COc1ccc(/C=N/Nc2cc(C)nc3c(C)cccc23)cc1,-19,-8,0.1,5,45,-0.4,4,99,-10,-0.6

# Grouped by structure, the compounds so far containing a thiophene ring, fused or not (2)
SMILES,H9c2 protect,m5-HT2A agonist,MC4R barr agon,Glyco luc inh,Granule exo inh,aDG glyco up,ABHD5-PLIN5 inh,ABCB6 inh 2,MC4R antag cAMP,hiPSC survival
O=C(N/N=C/c1ccc(Cl)cc1)c1cc2c(s1)-c1ccccc1CC2,-11,2,0.1,8,2,-0.5,-1,102,-4,2.8
N#Cc1ccc(-c2nc3ccc(Br)cn3c2Cc2ccsc2)cc1,13,-2,·,1,2,0.2,2,107,·,0.2

# Later entries:
SMILES,H9c2 protect,m5-HT2A agonist,MC4R barr agon,Glyco luc inh,Granule exo inh,aDG glyco up,ABHD5-PLIN5 inh,ABCB6 inh 2,MC4R antag cAMP,hiPSC survival
COc1ccccc1NS(=O)(=O)c1cccc(NS(=O)(=O)c2cc(C(=O)O)ccc2Cl)c1,1,-3,-0.2,-1,1,-0.1,-2,95,-2,3.8
CC1(c2ccccc2)CC(C)(C)N2C(=O)Cc3cccc1c32 (stereo not drawn),-4,-3,0.7,-2,-2,0.5,-1,97,11,0.3
O=C(CCc1ccccc1)NN1C(=O)C2C3C=CC(O3)C2C1=O (stereo not drawn),21,2,-4.1,1,1,0.1,-3,92,2,-0.9
COC(=O)c1cn(C)c2ccc(S(=O)(=O)N3CCCCC3)cc2c1=O,1,-4,0.6,0,5,-0.2,5,98,7,-2.8
Cc1nnc(NC(=O)c2ccc(Br)cc2)s1,-10,12,-0.9,1,0,-0.1,6,97,5,1.6
COc1cc(C)c(/C=C/C(C)=C/C=C/C(C)=C/C(=O)O)c(C)c1C,-2,1,0.3,4,1,-0.2,0,96,6,3.1
CN(C(=O)COC(=O)/C=C/c1ccc(F)cc1)c1c(N)n(Cc2ccccc2)c(=O)[nH]c1=O,5,-5,0.3,1,8,0.0,-7,101,-4,-0.4
Cc1cccn2c(=O)c(/C=C(\C#N)S(=O)(=O)c3ccccc3)c(N3CCN(C)CC3)nc12,12,-11,-2.0,2,0,0.2,4,106,13,-0.3
Cc1cccc(C(=O)NC2CC3CCCC(C2)N3C(=O)Nc2ccccc2)c1 (stereo not drawn),7,-10,-0.8,-1,-8,0.1,0,107,21,0.0
CCC(C)(C)n1nnnc1CN1CCC(c2nc3ccc(C)cc3[nH]2)CC1,0,-1,-0.1,6,-3,0.1,0,106,2,1.1
CCOc1cc(/C=N/NC(=O)c2nn(C)cc2Br)ccc1OCc1ccccc1,8,-3,-1.9,-2,-1,0.1,0,96,-3,-2.5
CCNC(=S)SCCOc1ccc(C)cc1,0,2,-0.6,-1,-6,-0.4,0,95,2,-2.0
CCOC(=O)C1CCN(C(=O)c2n[nH]c(=O)c3ccccc23)CC1,18,9,0.1,0,-1,0.2,0,114,5,4.0
Cc1nnsc1SC(C)C(=O)O (stereo not drawn),-3,2,0.8,-2,-3,-0.3,1,95,3,2.1
Cc1cccc(NC(=O)COC(=O)c2ccc3c(c2)OCO3)c1C,-4,-1,-0.3,2,-2,-0.3,-1,90,4,1.7
Cc1cc(C)cc(N(CCC#N)C(=O)COC(=O)c2ccc(OCc3c(C)noc3C)cc2)c1,-4,-6,3.6,1,8,0.0,10,97,-2,-0.3
O=C1NC2=C(C(=O)CCC2)C(c2ccccc2)N1 (stereo not drawn),13,1,-1.7,4,-5,-0.1,-4,114,17,0.3
CC(=O)N1CCC(C(=O)N2CCN(S(=O)(=O)c3ccc(Cl)s3)CC2)CC1,1,13,-0.2,1,2,-0.3,2,99,1,-0.5
COc1ccc(Nc2nc(N)nc(CSC(=S)N3CCCCC3)n2)cc1,2,4,-3.0,0,-2,0.6,2,99,-2,-0.7
O=C(CCC1CCCN(C(=O)c2ccc3[nH]ccc3c2)C1)N1CCN(c2ccccn2)CC1 (stereo not drawn),6,5,-1.3,-2,0,0.1,-5,93,-6,1.1
NC(=O)c1c(NC(=O)c2cccc(N3C(=O)CCC3=O)c2)sc2c1CCCCC2,-19,-1,-4.0,·,-7,0.0,-4,96,3,-0.5
CCc1nnc(NC(=O)c2cc(S(=O)(=O)N3CCN(c4ccccc4)CC3)ccc2Cl)s1,-10,2,-3.4,0,-1,-0.1,-5,87,13,1.1
Cc1ccc(NC(=O)CCNS(=O)(=O)c2cc(Br)cnc2N)cc1Cl,-2,-5,-1.0,-1,-1,0.3,9,101,1,-1.4
CC1CCN(C(=O)c2ccccc2NC(=O)Nc2ccccc2)CC1,-2,2,-0.3,-1,4,0.1,-2,11*,-1,-0.4
Cc1cc2[nH]c(=O)c(=O)[nH]c2cc1S(=O)(=O)N(C)C1CCCCC1,-20,1,-0.2,0,-2,-0.3,3,98,2,0.2
CCCCC[C@@H]1C=C(C(=O)O)[C@H](c2ccc(C#N)cc2)N1S(=O)(=O)c1ccc(C)cc1,4,10,-0.5,4,-3,0.0,-8,97,14,-0.5
Cc1cc(NC(=O)C2CCN(S(=O)(=O)c3cnc[nH]3)CC2)ccc1Br,-8,2,1.8,0,3,0.0,3,92,12,-1.9
CC1(C(=O)NS(=O)(=O)c2cccc(F)c2)CCN1C(=O)CCC1CCCC1 (stereo not drawn),11,1,-0.4,0,4,-0.6,-6,83,0,0.0
COC(=O)c1ccc(C2c3c(n[nH]c3C)C(=O)N2c2ccc(C)cc2)cc1 (stereo not drawn),1,0,-0.1,3,27,-0.2,-3,93,20,2.3
C/C(=N\Nc1ccc([N+](=O)[O-])cc1[N+](=O)[O-])c1cccnc1,-1,1,-1.3,3,1,-0.1,1,103,-1,-0.2
COc1cccc(CNc2nc(NC(C)C)nc3ccsc23)c1OC,-6,-9,-0.8,1,5,1.3,-4,96,-6,-0.7
CC1(C)CC(NS(=O)(=O)c2ccc(S(=O)(=O)N3CCOCC3)cc2)CCO1 (stereo not drawn),4,-2,-0.9,1,2,0.1,0,95,10,-0.2
CCOC(=O)CSc1n[nH]c(-c2ccco2)n1,6,4,0.6,0,0,0.1,-2,98,2,1.9
CC(OC(=O)c1ccc(Cl)c(S(N)(=O)=O)c1)C(=O)NCc1ccc2c(c1)OCO2 (stereo not drawn),-5,-1,1.8,-2,1,0.5,-1,97,14,-0.3
CCOC(=O)c1c(C)nc(-c2ccccc2)nc1NC(=O)C(C)C,0,-1,-0.5,1,-2,0.0,-4,92,-3,1.5
Cc1cc(C)cc(OCC(=O)N(Cc2ccccc2)C2CCS(=O)(=O)C2)c1 (stereo not drawn),2,-3,-1.7,2,-4,0.0,0,85,1,1.4
C[n+]1cc[nH]c1SCC(=O)c1ccc(Cl)cc1,4,0,-1.2,0,-1,0.7,-14,102,10,0.5
O=C1CC2(CCOCC2)Oc2ccc3ccccc3c21,1,1,-0.2,1,5,0.1,-4,101,8,4.0
O=C1CCCN1CCCNS(=O)(=O)c1ccc(F)cc1F,1,-1,0.9,1,-3,0.0,2,97,4,-0.5
COc1cc(CC(=O)OCC(=O)NC2CCCC2)cc(OC)c1OC,1,-3,-2.8,2,2,-0.3,2,96,4,-0.6
CC(C)[C@H](NC(=O)c1ccccc1F)C(=O)OCCN1C(=O)c2ccccc2C1=O,1,9,1.2,0,0,-0.1,5,100,-3,-0.2
CC(=O)Oc1cc(C(=O)OCC(=O)N2CCc3ccccc3C2)cc(OC(C)=O)c1OC(C)=O,45,-3,-3.1,2,7,0.2,1,96,-4,-0.9
COc1ccc(NC(=S)NNC(=O)c2nnn(-c3ccccc3)c2C)cc1,6,-5,-1.3,-1,-1,0.2,-3,101,7,0.5
Cc1noc(C)c1COC(=O)C1CCN(C(=O)c2ccc(Cl)cc2)CC1,-3,0,0.3,-3,0,1.0,0,97,2,-0.4
CNC(=O)C(NC(=O)Nc1ccc(C)cc1)C(C)(C)C (stereo not drawn),-2,-3,-2.8,0,5,-0.4,-1,95,12,0.0
O=C(NCc1cccc(C(F)(F)F)c1)C1CC(c2ccccc2F)=NO1 (stereo not drawn),-9,-1,1.8,2,4,0.5,2,99,0,0.4
O=C(COc1ccc(Cl)cc1)Nc1cc2c3c(c1)CC(=O)N3CCC2,8,-4,-1.5,-3,34,0.2,-6,97,23,0.8
O=C(NNC(=S)NC(=O)c1ccco1)c1ccc(F)cc1,10,0,-1.6,2,0,-0.1,1,93,0,-0.3
CCNc1nc(NCC)nc(OCCNS(=O)(=O)c2cc(C)ccc2C)n1,7,6,-0.4,3,-1,0.1,-1,89,2,4.7
COc1cc(CN2CCN(C(=O)CC(C)C)CC2)cc(OC)c1O,7,6,2.1,2,-2,0.3,-2,101,5,0.9
# Following part:
SMILES,H9c2 protect,m5-HT2A agonist,MC4R barr agon,Glyco luc inh,Granule exo inh,aDG glyco up,ABHD5-PLIN5 inh,ABCB6 inh 2,MC4R antag cAMP,hiPSC survival
O=C(NCCC(=O)N(CCc1ccccc1)Cc1ccccc1)c1ccc([N+](=O)[O-])cc1,-1,-13,-1.1,-1,-5,1.1,-1,99,6,-0.4
Cc1cccc(C)c1NC(=O)CN(C)C(=O)c1ccccc1Sc1ccccc1C#N,5,2,-1.2,-6,16,0.2,6,96,6,-0.5
CN(C)C(=O)c1cc(C(=O)c2ccccc2F)c[nH]1,-3,5,-0.6,-1,-15,-0.1,2,95,3,-0.4
CC1CCCN(CCCNC(=O)c2ccc(N3CCCC3=O)cc2)C1 (stereo not drawn),5,0,-4.3,1,1,0.2,2,97,2,-0.4
COc1ccc(NC(=O)C2CCCN(S(=O)(=O)c3ccc(Cl)cc3)C2)cc1OC (stereo not drawn),8,2,-2.2,-2,12,0.4,-6,97,10,-0.6
